Source: PubChem BioAssay (National Center for Advancing Translational Sciences (NCATS))
HCV inh: qHTS Assay for Inhibitors of Hepatitis C Virus (HCV); Potency, µM (series often up to 41.8 µM), for inactives: at the highest dose activity change, negative = inhibition, most hits filed as inhibitors; Huh7.5.1 HCVcc-Cre infection, luciferase reporter, 44 h; 3.4% of 340,000 active; further: potency means the concentration at half of the fitted maximal effect
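Compounds are dispensed onto cells plated 4 h earlier at 1,000 per well, with HCVcc-Cre virus (about 0.5 moi) added next. Following 44 h of culture, luminescent signal is measured for 15 sec after 15 min with substrate at room temperature.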
AmpC detergent: qHTS Inhibitors of AmpC Beta-Lactamase (assay with detergent). AmpC hydrolysis of nitrocefin, absorbance 480 nm, 0.01% Triton. Potency, µM (highest dose often 114 µM), inactives show at the top dose activity change, negative = inhibition, usual class: inhibitors. 0.041% of 370,000 active. AID 485294, 2010;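 further: potency means the concentration at half of the fitted maximal effect; 0% = no-compound wells and -100% = no-enzyme wells; nearly all actives have a fitted effect of over 25% in size; some results filed as inactive show a strong effect at the top dose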
Target sequence (P00811 whole entry, looked up): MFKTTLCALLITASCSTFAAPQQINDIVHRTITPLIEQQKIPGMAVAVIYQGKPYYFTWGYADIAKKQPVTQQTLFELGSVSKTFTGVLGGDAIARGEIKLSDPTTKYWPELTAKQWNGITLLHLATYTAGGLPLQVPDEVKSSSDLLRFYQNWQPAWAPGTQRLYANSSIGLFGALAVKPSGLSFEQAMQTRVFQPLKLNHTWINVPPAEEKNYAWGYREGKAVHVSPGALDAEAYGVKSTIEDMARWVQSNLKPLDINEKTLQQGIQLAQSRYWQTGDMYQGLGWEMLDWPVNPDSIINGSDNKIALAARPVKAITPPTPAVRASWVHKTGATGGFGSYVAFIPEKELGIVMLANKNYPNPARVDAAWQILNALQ
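AmpC (5.3 nM in the dispensed reagent) in 20 mM phosphate pH 7.0 with 0.01% (detergent screen) or 0.0001% Triton X-100 was preincubated with compounds for 15 min at room temperature. Nitrocefin was then added from an 800 uM solution, and hydrolysis was followed at 480 nm.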
AMA1-RON2 inh: qHTS for Inhibitors of AMA1-RON; Towards Development of Antimalarial Drug Lead: Primary Screen; Potency, µM (series often up to 58.2 µM), without a hit: at the highest dose activity change, negative = inhibition, usual class: inhibitors; AlphaScreen AMA1-biotinylated RON2 peptide binding; Plasmodium falciparum AMA1 (3D7) - RON2 peptide interaction; 0.2% of 360,000 active; AID 720542, 2013;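 further: potency means the concentration at half of the fitted maximal effect; 0% = vehicle wells and -100% = peptide control; nearly all actives have a fitted effect of over 45% in size; some results filed as inactive show a strong effect at the top dose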
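AMA1 (3D7) with his tag at 25 nM final met compounds first, then biotinylated RON2 peptide at 25 nM; detection used donor plus acceptor beads, 10 µg/mL apiece, read by AlphaScreen after 30 min at room temperature.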
Tb PYK inh: qHTS of Trypanosoma Brucei Inhibitors | Potency, µM (top dose mostly 76.8 µM), without a hit: at the top dose activity, negative = inhibition, hits mostly inhibitors | pyruvate kinase (Trypanosoma brucei), Q57TT1 | TbPYK enzyme, Kinase-Glo Plus ATP luminescence, 45 min | 0.12% of 410,000 active; further: potency means the concentration at half of the fitted maximal effect; nearly all actives have a fitted effect of over 50% in size
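Glycolytic pyruvate kinase of T. brucei was incubated with substrate, test compound and 130 uM ADP for 45 minutes at room temperature. Luminescent Kinase-Glo Plus signal was measured after 10 minutes.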
HCMV inh: qHTS Assay for inhibitors of the human cytomegalovirus (HCMV); HFF cells, HCMV-luciferase reporter, 72 h; stronger effect = lower value; AID 1259415, 2018; activity change, negative = inhibition, % at 57.5 µM; 4.5% of 410,000 active; in the data active means activity change below about -60%; inconclusive means no clear call, values can overlap the other calls; inactive means above about -39%
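Human foreskin fibroblasts infected with luciferase-reporter HCMV at MOI 1 PFU/cell, compounds at two doses. Luciferase measured 72 h post infection; normalized to buffer-only basal and Salinomycin (10uM) controls.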
LmPK inhibitor: qHTS Assay for Inhibitors of Leishmania Mexicana Pyruvate Kinase (LmPK) | Q27686 | AID 1721, 2009 | purified LmPK, Kinase-Glo ATP luminescence, 1 h | 0.37% of 290,000 active | Potency, µM (titrated, usually from 57.5 µM), without a hit: at the highest dose activity change, negative = inhibition, actives largely listed as inhibitors; further: potency means the concentration at half of the fitted maximal effect
Target sequence (Q27686 whole entry, looked up): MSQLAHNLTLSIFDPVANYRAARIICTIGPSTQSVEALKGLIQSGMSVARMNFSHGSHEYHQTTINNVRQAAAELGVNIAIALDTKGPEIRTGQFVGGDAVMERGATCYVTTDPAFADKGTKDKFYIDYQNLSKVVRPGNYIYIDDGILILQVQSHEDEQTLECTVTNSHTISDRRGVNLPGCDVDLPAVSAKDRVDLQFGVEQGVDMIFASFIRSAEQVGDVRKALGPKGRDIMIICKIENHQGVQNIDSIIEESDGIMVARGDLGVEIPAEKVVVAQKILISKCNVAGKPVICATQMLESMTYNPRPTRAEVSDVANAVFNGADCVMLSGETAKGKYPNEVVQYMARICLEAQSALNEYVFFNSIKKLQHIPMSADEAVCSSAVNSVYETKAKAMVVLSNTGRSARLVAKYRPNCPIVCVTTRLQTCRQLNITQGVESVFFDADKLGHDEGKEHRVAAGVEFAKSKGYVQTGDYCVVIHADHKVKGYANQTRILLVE
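ATP generated from ADP (0.1 mM) and PEP (0.5 mM) by 0.1 nM LmPK over 1 h at room temperature (pH 7.2 imidazole buffer) was detected by coupled luciferase luminescence. Values were normalized to uninhibited and no-enzyme wells.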
AmpC no deterg: qHTS Inhibitors of AmpC Beta-Lactamase (assay without detergent). P00811. Potency, µM (highest dose often 57.1 µM), without a hit: top-dose activity change, negative = inhibition, usual class: inhibitors. AmpC nitrocefin hydrolysis, absorbance 480 nm, 0.0001% Triton. AID 485341, 2010. 0.52% of 330,000 active;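 further: potency means the concentration at half of the fitted maximal effect; plate controls were no compound for no effect and no enzyme for full effect; nearly all actives have a fitted effect of over 20% in size; some results filed as inactive show a strong effect at the top dose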
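20 mM phosphate pH 7.0 + 0.01% (detergent screen) or 0.0001% Triton X-100; 5.3 nM AmpC reagent; cpd preinc 15 min RT; nitrocefin (800 uM stock) to start; A480 q20 s × 4 min; Activity was normalised to no-enzyme and no-compound control wells.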
* marks the source's active call; other numbers are inactive results; ? = inconclusive; · = not tested or not shown; & = joins results of further samples; [ ] = dose if it differs, or a comment. Unless noted, the call rests on the fitted dose curve; in most records, active means well fitted curve in the direction sought with a large enough effect; inconclusive means small, poorly fitted or top-dose-only effect, or another doubt; inactive means no such curve, though single readings can be large; an effect the other way counts as inactive or inconclusive. Unless noted, on the % scale 0 is the no-effect control and ±100 the full control effect.

SMILES | HCV inh | AmpC detergent | AMA1-RON2 inh | Tb PYK inh | HCMV inh | LmPK inhibitor | AmpC no deterg
CC(C)(C)OC(=O)N/N=C/c1cccn1-c1ccc([N+](=O)[O-])cc1 | -29% | 2% | -29% | -4% | 5 | 1% | -23%
Cc1cc(F)ccc1S(=O)(=O)N1CCCOC1CNC(=O)C(=O)NCCCN1CCOCC1 (stereo not drawn) | 25% | -2% | 25% | -4% | 21 | -13% | 34%
Cc1cc(C(=O)OCC(=O)c2cccs2)c2ccccc2n1 | 11% | -6% | 2% | -5% | -32 | 6% | -6%
Nc1nc(Cl)nc2c1ncn2[C@@H]1O[C@H](CO)[C@@H](O)[C@H]1O | -7%[8.37 µM] | ? | -2% | 1% | -25 | -2% | -23%
O=C(c1cccnc1)c1cc2ccccc2[nH]1 | 27% | 0% | 3% | 3% | -6 | -4% | -18%
COc1ccccc1C(=O)Nc1nc2cc3c(cc2s1)OCCO3 | ? | -2% | -7% | -7% | · | -27% | -10%
Cc1ncoc1C(=O)NCCC(c1ccccc1)c1ccccc1 | -14% | -1% | -4% | -10% | -7 | 2%[11.5 µM] | 18%
CCCCC(=O)NC(=S)NNC(=O)CC | 2% | 7% | 129%[activator] | -18% | 37 | 0% | -9%
COc1cc(/C=C/c2nc3cc(Cl)ccc3c(=O)n2-c2cccc(C(F)(F)F)c2)cc(OC)c1OC | · | 5% | · | 2% | -2 | · | ·
COc1ccc(-c2nnc(SCCc3ccccc3)n2N)cc1 | 5% | -2% | -2% | -1% | -16 | 0% | -27%
CCCCc1nc2cc(C(=O)N3CCN(c4cnccn4)CC3)ccc2o1 | -1% | -8% | -1% | -8% | -34 | -2% | 33%
CCN(CCNC(=O)CN1CCN(Cc2ccc(Cl)cc2)C1=O)c1ccccc1 | ? | -5% | -7% | -1% | -31 | 1% | 132%[activator]
Nc1nnc(Sc2ncccc2[N+](=O)[O-])s1 | 15% | -1% | -20% | -11% | 20 | 0% | -48%
COc1ccccc1NS(=O)(=O)c1cc(C(=O)N2CCN(C/C=C/c3ccccc3)CC2)ccc1C | · | 6% | 8% | 3% | -23 | -8% | -11%
COc1ccc2nc(NC(=O)C3CCCN(S(=O)(=O)c4c(C)noc4C)C3)sc2c1 (stereo not drawn) | ? | ? | -1% | -7% | -33 | 9% | 14%
COc1ccc(C)cc1S(=O)(=O)N(C)CC(=O)NC1CCCCC1 | 3% | -15% | -3% | -14% | -34 | 7% | 11%
CC1(C)CN(c2ccccc2)C(=O)[C@H]1CC(=O)Nc1ccccc1 | · | · | -1% | 2% | -11 | · | ·
COc1cc(/C=N/N=C(/N)c2nonc2N)cc(Br)c1OCc1cccc(C)c1 | ? | ? | -21% | 4% | -12 | -1% | -38%
CCn1cc([N+](=O)[O-])c(C(=O)Nc2cc(C)on2)n1 | -16% | 2% | -4% | -12% | -7 | 5% | ·
COc1ccc(CNC(=O)c2ccc(CNS(=O)(=O)c3ccc(OC)cc3)cc2)cc1 | · | 1% | · | 4% | 1 | · | ·
COc1ccc(OC)c(Nc2ncnc3c2cnn3-c2ccccc2)c1 | -36% | ? | -11% | -6% | 2 | 0% | -9%
NC(c1ccccc1)c1cccnc1 (stereo not drawn) | -8% | -16% | -5% | -5% | 7 | 1% | -7%
CCOC(=O)C1CC2=C(CCCC2=O)NC1=O (stereo not drawn) | 1% | · | -3% | 0% | -8 | · | ·
CCOc1ccc(CNC(=O)Cn2cc3c(n2)-c2c(oc(C(=O)N4CCCC4)c2C)CC3)cc1 | · | -4% | · | 2% | ? | · | ·
O=C(CCn1cnnn1)Nc1cc(C(F)(F)F)cc(C(F)(F)F)c1 | · | -4% | · | 7% | 6 | · | ·
COc1ccc(S(=O)(=O)N2CCCCC2)cc1NC(=O)CNc1ccc(F)cc1C | ? | 8% | -10% | 2% | -34 | · | -23%
Fc1ccc([C@@H]2CCNC[C@H]2COc2ccc3c(c2)OCO3)cc1 | ? | -4% | ? | 2%&-8%&0% | ? | 10% | 29%&26%
COc1ccc(CCn2c(-c3ccncc3)n[nH]c2=S)cc1OC | 10% | -1% | 8% | ? | -18 | 5% | -4%[2.29 µM]
CN(C)CCNC(=O)c1cc2ccccc2oc1=O | 13% | -3% | 11% | 0% | 39 | -5% | -14%
Cc1ccccc1N(C)C(=O)c1noc2c1COc1ccccc1-2 | · | 7% | · | ? | ? | · | ·
CC(C)Cc1cc(C(=O)Nc2sc3c(c2C#N)CCCC3)no1 | -2% | ? | -3% | -8% | 0 | 2% | -26%
COc1ccc(NC(=O)Nc2sc3nc4n(c(=O)c3c2C)CCC(C)CC4)cc1OC (stereo not drawn) | · | 20% | · | -3% | ? | · | ·
O=C(NCCSCc1ccc(Cl)cc1Cl)c1ccc(CN2CCOCC2)cc1 | 11µM* | -1% | 12% | -3% | ? | 8% | 150%[activator]
Cc1nn(CCCNC(=O)C2CCCO2)cc1Br (stereo not drawn) | 13% | -21% | -1% | -5% | 33 | 2% | -21%
Clc1ccc(Nc2ncnc3ccc(Br)cc23)cc1 | ? | 2% | -14% | 0% | -83* | 7% | -43%
Cc1ccc(CNC(=O)CSc2ncccn2)cc1 | 3% | -2% | -14% | -15% | 93 | 0% | -16%
COc1ccc(S(=O)(=O)N2CC3CCCN3c3ccc(C(F)(F)F)cc32)cc1 (stereo not drawn) | ? | -9% | -10% | -2% | -30 | -4% | -10%
CCCN1C(=O)/C(=C/c2ccc(C)o2)NC1=S | · | 2% | · | · | · | -26% | -44%
CCOC(=O)/C(=C(/C)N)C1CC(=O)NC1=O (stereo not drawn) | · | · | 15% | 1% | -23 | · | ·
COc1ccc(/C=C/C(=O)NC(=S)Nc2ccc(Br)cn2)cc1 | 1% | 0% | 25% | 0% | -31 | 1% | -21%
O=C1NCCN1CCNc1nc(NCC2CC2)nc2cc(-c3ccccc3)sc12 | · | · | -1% | 2% | -25 | · | ·
CC(/C=N/NC(=O)CCn1nnc2ccccc21)=C\c1ccccc1 | -6% | -7% | -13% | 3% | -32 | 3% | -8%
COc1ccc(CC(C)Nc2ccccc2F)cc1 (stereo not drawn) | 7% | -12% | -9% | -3% | -1 | -3% | -16%
CCOC(=O)c1c(C)oc2c1c(CN1CCN(CCO)CC1)c(O)c1ccccc12 | ? | 6% | -30% | -2% | 285 | 0%[11.5 µM] | 41%
CCN(CC(=O)Nc1ccc(OC)cc1)C(=O)c1ccc2[nH]c3c(c2c1)CC(C)CC3 (stereo not drawn) | ? | 2% | -25% | 0% | -18 | · | -3%
O=C(/C=C/c1ccccc1)CC(=O)c1ccccc1O | 11µM* | -1% | 82%[activator] | -1% | 19 | -1% | -42%
CN(CC(=O)N1CCN(c2ccccc2F)CC1)S(=O)(=O)c1cnc[nH]1 | 24% | -3% | -5% | 3% | -4 | 0% | -23%
COc1cc2c(cc1OC)C(C(=O)NCc1cccnc1)C(c1cccnc1)N(C)C2=O (stereo not drawn) | 20% | 0% | -9% | 0% | 63 | -7% | -14%
CCOC(=O)[C@H]1[C@H]2COc3ccc(C)cc3[C@@H]2N2C(=O)CN(Cc3ccc(F)cc3)C(=O)[C@@]12C | -19% | 2% | -4% | -12% | -10 | · | 186%[activator]
CCCOc1ccc(C(=O)Nc2ccccc2[N+](=O)[O-])cc1 | ? | · | -19% | -8% | ? | · | ·
CCCCCC(C)n1[nH]c(=O)cc1N (stereo not drawn) | 5% | -5% | -13% | -4% | 4 | 1% | -24%
CSc1cccc(NC(=O)COc2cccc3ccccc23)c1 | -16% | -9% | 7% | -4% | -22 | 8% | -21%
Cn1c(CNC(=O)CNC(=O)c2ccccc2)cc(=O)n(C)c1=O | 19% | ? | 1% | 5% | 23 | -2% | -9%
O=C(NNS(=O)(=O)c1ccccc1[N+](=O)[O-])c1ccncc1 | 35%[activator] | -7% | 3% | -1% | 22 | -1% | -9%
COC(=O)[C@]12CCCCC=C1N(Cc1ccc(Cl)cc1Cl)C(=O)[C@H](CC(=O)N1CCC(c3ccccc3)CC1)C2 | · | · | -7% | 3% | -18 | · | ·
CN(C)S(=O)(=O)c1ccc(N/C=C(\[N+](=O)[O-])S(=O)(=O)c2ccccc2)cc1 | 9% | 0% | 3% | -13% | ? | 2% | -24%
O=C(NCC1CCCO1)c1cccc2ccccc12 (stereo not drawn) | 10% | -10% | 6% | -6% | 61 | -1% | -15%
COc1ccc(Nc2nc(N3CCCCC3)c3ccccc3n2)cc1 | ? | 3% | -40% | 3% | -64* | 3% | -23%
Cc1nnc(NC(=O)Cc2cccs2)s1 | 7% | -11% | -5% | -7% | 12 | -6% | -19%
CCOC(=O)c1cc([N+](=O)[O-])sc1NC(=O)c1ccc(S(=O)(=O)N2CC3(C)CC2CC(C)(C)C3)cc1 (stereo not drawn) | ? | 3% | 10% | 4% | ? | 0% | -57%
COc1ccc(NC(=O)/C(C#N)=C\c2cc(C)n(-c3ccc(Oc4ccc([N+](=O)[O-])cn4)cc3)c2C)cc1 | ? | 1% | -3% | -2% | ? | 3% | 4%
O=C(NCCCN1CCCCC1)c1ccc(CS(=O)c2ccc(Cl)cc2)o1 (stereo not drawn) | ? | 0% | 0% | -8% | -19 | -8% | -14%

Exported with values under each structure: four of the compounds above
Values run as follows: HCV inh	AmpC detergent	AMA1-RON2 inh	Tb PYK inh	HCMV inh	LmPK inhibitor	AmpC no deterg
> CCCOc1ccc(C(=O)Nc2ccccc2[N+](=O)[O-])cc1
  ?	·	-19%	-8%	?	·	·
> CCCCCC(C)n1[nH]c(=O)cc1N (stereo not drawn)
  5%	-5%	-13%	-4%	4	1%	-24%
> CSc1cccc(NC(=O)COc2cccc3ccccc23)c1
  -16%	-9%	7%	-4%	-22	8%	-21%
> Cn1c(CNC(=O)CNC(=O)c2ccccc2)cc(=O)n(C)c1=O
  19%	?	1%	5%	23	-2%	-9%

Not a hit list; any-hit rate near 7.5%.
